Source: PubChem (National Center for Advancing Translational Sciences (NCATS))
TRb-SRC2 inh: inhibitors of human thyroid hormone receptor beta-SRC2 interaction | TRbeta-SRC2 peptide binding, fluorescence polarization; receptor liganded with 1 µM T3 | Potency, µM (series often up to 106 µM), inactives show at the top dose activity change, negative = inhibition, usual class: inhibitors | AID 1469 | P10828 | actives 0.065% (n = 280,000);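 also: potency is read from the fitted curve at half-maximal effect; plate controls were bound peptide for no effect and peptide without receptor for full effect; nearly all actives have a fitted effect of over 50% in size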
Target sequence (P10828 whole entry, looked up): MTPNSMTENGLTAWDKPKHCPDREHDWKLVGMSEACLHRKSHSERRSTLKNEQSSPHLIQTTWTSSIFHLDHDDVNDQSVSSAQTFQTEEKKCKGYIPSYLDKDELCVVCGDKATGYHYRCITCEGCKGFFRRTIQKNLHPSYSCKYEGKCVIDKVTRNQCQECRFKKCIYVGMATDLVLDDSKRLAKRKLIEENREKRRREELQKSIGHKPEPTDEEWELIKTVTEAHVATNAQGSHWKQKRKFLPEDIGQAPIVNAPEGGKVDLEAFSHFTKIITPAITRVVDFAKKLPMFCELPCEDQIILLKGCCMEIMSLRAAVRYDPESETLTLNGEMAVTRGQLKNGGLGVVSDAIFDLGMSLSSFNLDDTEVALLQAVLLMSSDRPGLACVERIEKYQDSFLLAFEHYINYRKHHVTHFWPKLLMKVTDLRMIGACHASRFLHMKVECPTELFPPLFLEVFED
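Compounds were added to 0.6 uM TRb ligand-binding domain and 20 nM Texas Red-labeled SRC2 peptide in Tris buffer containing 1 uM T3, incubated 5 hr at ambient temperature, then read by fluorescence polarization.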
CBFb-RUNX1 inh: CBF-beta/RUNX1 interaction disruption. Q01196+Q13951. AlphaScreen CBFb-His/RUNX1-biotin binding, biochemical. Potency, µM (top dose mostly 59.8 µM), for the others: top-dose activity, negative = inhibition, most hits filed as inhibitors. 230,000 tested, under 10 active. AID 1477; also: % of control where 0% means no effect
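Read-out: AlphaScreen. Format: His-CBF-beta with biotinylated RUNX1 (30 nM each) preincubated 20 min, compound 15 min, Ni-chelate plus streptavidin beads 90 min; room temperature throughout.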
NPSR antagonist: neuropeptide S receptor (human) antagonism, cAMP | Q6W5P4 | CHO-NPSR cells, cAMP TR-FRET, antagonist mode | Potency, µM (highest dose often 38.3 µM), for inactives: top-dose activity change, negative = inhibition, usual class: inhibitors | actives 1% (n = 220,000) | AID 1461; also: potency is read from the fitted curve at half-maximal effect; % is scaled to controls: 0 for no effect and ±100 for the full control effect; nearly all actives have a fitted effect of over 50% in size; many of its hits are not listed in these tables
Target sequence (Q6W5P4 whole entry, looked up): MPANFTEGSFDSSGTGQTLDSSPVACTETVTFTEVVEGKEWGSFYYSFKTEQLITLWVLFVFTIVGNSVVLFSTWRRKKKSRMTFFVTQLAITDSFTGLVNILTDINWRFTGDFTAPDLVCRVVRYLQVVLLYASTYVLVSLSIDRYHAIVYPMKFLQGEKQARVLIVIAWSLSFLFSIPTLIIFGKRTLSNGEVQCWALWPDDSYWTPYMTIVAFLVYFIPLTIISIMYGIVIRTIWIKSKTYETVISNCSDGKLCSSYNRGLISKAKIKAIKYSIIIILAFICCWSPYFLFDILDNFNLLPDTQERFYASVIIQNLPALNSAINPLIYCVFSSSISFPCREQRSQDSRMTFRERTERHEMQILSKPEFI
Tau fluor cs: counter-screen for tau fibril formation inhibitors; Potency, µM (doses to about 57.7 µM), for inactives: top-dose activity change, negative = decrease; AID 1463; actives 0.93% (n = 280,000); tau K18 P301L Alexa594 fluorescence, heparin fibrillization; also: potency is read from the fitted curve at half-maximal effect; % is scaled to controls: 0 for no effect and ±100 for the full control effect; nearly all actives have a fitted effect of over 55% in size
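Human tau K18 P301L (15 uM unlabeled, 0.24 uM Alexa 594-labeled) in 100 mM sodium acetate pH 7 with 20 uM heparin, 6 hr at 37 C. ThT 30 uM added, 1 hr ambient; Alexa 594 FP and total fluorescence read at 555/632 nm.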
Tau FP inhib: inhibitors of human tau fibril formation. P10636. K18 P301L tau heparin fibrillization, Alexa594 FP, 6 h. Potency, µM (series often up to 57.7 µM), without a hit: top-dose activity, negative = inhibition, most hits filed as inhibitors. actives 0.39% (n = 280,000). AID 1468; also: potency is read from the fitted curve at half-maximal effect; % is scaled to controls: 0 for no effect and ±100 for the full control effect; nearly all actives have a fitted effect of over 55% in size
Target sequence (P10636 561-689 P618L limits assumed): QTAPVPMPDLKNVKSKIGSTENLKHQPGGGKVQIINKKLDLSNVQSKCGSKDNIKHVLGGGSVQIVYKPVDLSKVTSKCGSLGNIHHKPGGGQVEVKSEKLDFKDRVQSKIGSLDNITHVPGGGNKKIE
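Recombinant K18 P301L […], labeled with Alexa 594 at 0.24 uM over 15 uM unlabeled; heparin inducer 20 uM final; 37 C, 6 hr; FP endpoint.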
TexasRed fluor: counter-screen for TRb-SRC2 inhibitors: fluorescence interference. Potency, µM (titrated, usually from 106 µM), for inactives: top-dose fluorescence change, negative = quenching. actives 0.29% (n = 280,000). TRb/SRC2 Texas Red total fluorescence interference. AID 1479; active = well fitted curve in either direction with a large enough effect; inconclusive = small, poorly fitted or top-dose-only effect; also: potency is read from the fitted curve at half-maximal effect; % is scaled to controls: 0 for no effect and ±100 for the full control effect
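Human TRβ ligand-binding domain (0.6 uM) and Texas Red SRC2 peptide (20 nM) in Tris buffer with 1 uM T3 and 5% DMSO were incubated with pinned compound for 5 hr at ambient temperature. Total fluorescence was computed as S + 2P (555/632 nm).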
Epigenetic reg: regulators of epigenetic silencing causing reporter derepression in mouse cells | murine LDR cells, GFP reporter derepression, 30 h | Potency, µM (top dose mostly 53.9 µM), for inactives: at the highest dose GFP activation, usual class: activators | AID 1865 | actives 0.2% (n = 280,000); also: potency is read from the fitted curve at half-maximal effect; % of control where 0% means no effect; nearly all actives have a fitted effect of over 60% in size
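Readout is the number of GFP-expressing murine LDR cells, counted by cytometry following washing. Cells were treated with compound for 30 h at 37 C; the stably integrated CMV-GFP locus is normally silent.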
GLA spleen mod: inhibitors or activators of human alpha-galactosidase in spleen homogenate; human spleen homogenate, 4MU-alpha-Gal fluorescence, 40 min; Potency, µM (highest dose often 80 µM), for the others: at the top dose activity change, negative = inhibition, hits mostly inhibitors; actives 0.008% (n = 240,000); AID 2107;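 also: potency is read from the fitted curve at half-maximal effect; 0% = enzyme with vehicle and -100% = no enzyme basal signal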
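Spleen homogenate 1 ug + cpd (titration) + 4-MU-alpha-D-galactopyranoside 1 mM; 37C 40 min; 50 mM citrate/phosphate pH 5.0, 0.01% Tween-20; stop pH 10; fluorescence 365/440; AC50 via Hill.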
An asterisk follows results filed as active; ? = inconclusive; . = not tested or not shown; & = joins results of further samples; [ ] = dose if it differs, or a comment. Unless noted, calls follow the shape of the dose curve; as a rule, active = well fitted curve in the direction sought with a large enough effect; inconclusive = small, poorly fitted or top-dose-only effect, or another doubt; inactive = no such curve, though single readings can be large; an effect the other way counts as inactive or inconclusive. Some of the compounds tested. The share of hits here may be higher or lower than overall.

SMILES	TRb-SRC2 inh	CBFb-RUNX1 inh	NPSR antagonist	Tau fluor cs	Tau FP inhib	TexasRed fluor	Epigenetic reg	GLA spleen mod
Cc1cc(C)n2nc(SC(C)C(=O)N3CCC4(CC3)OCCO4)nc2n1 (configuration not stated)	-3%	-2%	15%[46.1 µM]	-4%	9%	1%	0.4%	0%
CCOc1ccc(NC(=O)c2ccc(F)c(S(=O)(=O)NCc3ccc4c(c3)OCO4)c2)cc1	-4%	.	.	?	4%	-1%	-1.0%	.
COc1ccc(CN2C(=O)NC(=O)/C(=C/c3ccoc3)C2=O)cc1	21%	?	9%	9%	5%	28%	0.0%	-4%
O=c1[nH]c(=O)n(CCc2ccccc2)c(O)c1/C=N/N1CCOCC1	2%	8%	-12%	?	-1%	-3%	-1.0%	-1%
COc1cc(-n2c(=S)[nH]c3ccc(C)cc3c2=O)c(Cl)cc1Cl	-4%	?	-55%	-23%	-7%	0%	2.1%	-5%
COc1ccccc1CNC(=O)Cn1c(=O)oc2cc(Cl)ccc21	-7%	8%	11%	?	?	1%	-1.0%	10%
COc1cccc(C(=O)C2CCCN(Cc3ccc4nonc4c3)C2)c1 (configuration not stated)	-6%	2%	-12%	-6%	-4%	2%	-0.1%	3%
Cc1cc(C)nc(NC2=NCCS2)n1	-1%	0%	3%[46.1 µM]	3%	7%	-1%	-0.9%	-4%
CC(NCc1ccccc1C(F)(F)F)C(O)c1ccccc1 (configuration not stated)	-11%	0%	-7%	2%	-1%	-3%	-2.6%	7%
CC1(C)C2([N+](=O)[O-])CN3CC1([N+](=O)[O-])CN(C2)C3c1cccnc1 (configuration not stated)	-2%	-2%	-14%	14%	-2%	-2%	-1.1%	10%
Cc1cc(C(=O)CS(=O)(=O)c2ccc(F)cc2)cc(C)c1OC(=O)N(C)C	-6%	24%	-7%	-6%	-4%	1%	0.0%	28µM*
CC(=O)N1CCN(c2ccc(N=Cc3c(O)n(-c4ccc(Cl)cc4)c(=O)[nH]c3=O)cc2)CC1	-1%	-1%	-20%[46.1 µM]	-23%	-9%	6%	0.0%	-3%
CCc1ccc(CNCCc2ccc(F)cc2)cc1	-1%	13%	3%	-9%	3%	-8%	-3.2%	2%
Cc1ccc(C)c(CN2C(=O)c3ccccc3Sc3ccc(C(=O)N4CCC5(CC4)OCCO5)cc32)c1	2%	.	.	-7%	8%	-1%	-1.0%	.
N#CCc1ccccc1	8%	10%[21.7 µM]	.	.	.	-2%	.	6%
NC(=O)c1ccc(N=Nc2c(O)[nH]c(=O)[nH]c2=O)cc1	2%	1%	20%	1%	2%	-1%	?	-6%
CN(C)CCCN=Cc1c(O)n(CCc2ccc(F)cc2)c(=O)[nH]c1=O	7%	-6%	-8%[46.1 µM]	-3%	2%	-1%	0.0%	-6%
CCOC(=O)C1(c2ccccc2)CCN(CC(=O)Nc2ccc(C)cc2)CC1	1%	1%	-18%	-2%	2%	1%	-3.2%	-15%
CCC1CCCCN1P(=O)(c1ccc(C)o1)C(C)(C)C (configuration not stated)	4%	0%	-9%[46.1 µM]	-3%	-9%	-6%	0.0%	9%
Cc1ccc(-c2nc3ccccc3c(=O)n2-c2ccncc2)cc1	-18%	1%	5%	-3%	2%	1%	-1.0%	-5%
COc1ccccc1CN1CCN(Cc2ccc(Cl)cc2)CC1	-2%	6%	-27%	-5%	4%	-9%	-0.5%	-5%
COC(=O)COc1cc(C)cc2oc(=O)c3c(c12)CCCC3	-4%	5%	-1%[46.1 µM]	-8%	6%	-4%	-1.0%	-2%
COc1ccc(NP(=O)(Oc2ccccc2OC)Oc2ccccc2OC)cc1	3%	2%	6%	-12%	10%	-6%	0.9%	4%
Cc1cccc(CN2CCN(CC(=O)N3CCC4(CC3)OCCO4)C2=O)c1	-4%	1%	-5%[46.1 µM]	-9%	2%	-3%	-1.7%	12%
Cc1ccc(N2C(=O)NC(=O)/C(=C\c3ccc(N4CCOCC4)cc3)C2=O)cc1	2%	2%	-7%	-13%	-11%	5%	0.0%	5%

New compounds follow:
SMILES	TRb-SRC2 inh	CBFb-RUNX1 inh	NPSR antagonist	Tau fluor cs	Tau FP inhib	TexasRed fluor	Epigenetic reg	GLA spleen mod
Cc1ncc(CN2CCCC(C(=O)c3cccc(Cl)c3)C2)s1 (configuration not stated)	3%	4%	7%	2%	3%	-6%	-1.1%	-4%
Cc1nc2ccc(N3CCN(C)CC3)cc2nc1C	-3%	3%	0%	0%	-3%	1%	-0.4%	-9%
C=C1[C@@H](C)[C@H]2[C@H](Cc3ccccc3)NC(=O)[C@]23[C@H](OC(C)=O)/C=C/[C@](C)(O)C(=O)[C@@H](C)C/C=C/[C@H]3[C@@H]1O	1%&11%	?	.	-3%	-10%	-9%&-3%	1.1%	-2%&10%
CN1OC[C@@H]2COc3ccc4ccccc4c3[C@@H]21	0%	?	8%	-2%	-12%	0%	-1.4%	0%
Cn1cccc1/C=C1/C(=O)NC(=O)N(Cc2ccc(F)cc2)C1=O	-9%	?	5%	.	.	-8%	0.9%	-3%
OC1(c2cccnc2)CC2CCC(C1)N2Cc1nnnn1Cc1ccccc1 (configuration not stated)	3%	3%	-25%[46.1 µM]	-1%	4%	-1%	2.4%	-3%
CC(C)(O)[C@H]1O[C@@H]2CC[C@]3(C)[C@@]4(C)c5[nH]c6ccccc6c5C[C@@H]4CC[C@]3(O)C2=CC1=O	-5%	0%[21.7 µM]	.	?	?	-2%	-0.8%	6%
C[N+](C)(C)CCOC(=O)CBr	0%&-2%	18%&13%	-10%[46.1 µM]	-4%&-6%	3%&-5%	-1%&0%	-0.1%&0.0%	-15%&7%
O=C1NC(=O)C2(Cc3ccccc3N3CCCC32)C(=O)N1 (configuration not stated)	-3%	1%	2%[46.1 µM]	-5%	-2%	-6%	-0.3%	2%
CC(=O)N1CC2CC(C1)c1cccc(=O)n1C2 (configuration not stated)	-5%	7%[21.7 µM]	.	-4%	0%	-2%	0.3%	6%
COP(=O)(OC)C(NC(=O)c1ccc(C)cc1)C(Cl)(Cl)Cl (configuration not stated)	5%	5%	-5%	-6%	0%	0%	0.0%	-3%
CCCCC12CNCC(C)(CNC1)C2=O	-9%	5%	-2%[46.1 µM]	3%	-3%	2%	-7.9%	-14%
CN(C)P1(N(C)C)=Nc2c(c(N)nn2C)C(c2ccccc2)=N1	-4%	3%	3%[46.1 µM]	-3%	-1%	-3%	1.0%	7%
O=c1[nH]c(=O)n(Cc2ccco2)c(O)c1C=NCCN1CCOCC1	-8%	-4%	4%[7.67 µM]	-7%	-15%	2%	3.9%	-24%
c1ccc(P(c2ccccc2)c2ccccc2)cc1	8%	7%[21.7 µM]	.	.	.	-3%	.	-2%
N#C/C(N)=C(/N)C#N	-4%	-1%[21.7 µM]	.	.	.	-3%	.	5%
CC1OC(O[C@@H]2C(O)CC(O[C@@H]3C(O)C[C@@H](OC4CC[C@]5(C)[C@H](CC[C@H]6[C@@H]5CC[C@]5(C)C(C7=CC(=O)OC7)C(O)C[C@@]65O)C4)OC3C)OC2C)CC(O)C1O (some centres not stated)	-3%	.	.	-6%	11%	-2%	-3.1%	22%
Cc1cccc2c1=NC(=O)/C(=C/c1c(O)[nH]c(=O)[nH]c1=O)C=2	-15%	3%	2%	-15%	-12%	?	-1.1%	6%
Cc1ccccc1C1=NCC(=S)Nc2ccc(Cl)cc21	-26%	12%	-12%[46.1 µM]	5%	9%	2%	-2.0%	-5%
O=C(C1CC(=O)N(c2ccc(F)c(Cl)c2)C1)N1CCC2(CC1)OCCO2 (configuration not stated)	-5%	-6%	-5%[46.1 µM]	-1%	-1%	1%	-1.1%	12%
CN(C)C(=O)Nc1cccc(OC(=O)N(C)C)c1	4%	3%	13%[46.1 µM]	3%	1%	-2%	-1.0%	-11%
Cc1oc2ccc(OC(=O)N(C)C)cc2c1C(=O)OC(C)C	-6%	18%	-10%[46.1 µM]	-3%	13%	-2%	-0.9%	-4%
C[C@@H](Cc1ccc(O)cc1)NC[C@@H](O)c1cc(O)cc(O)c1	6%	5%[21.7 µM]	.	.	.	2%	-1.4%[16.9 µM]	14%[29.1 µM]
CCOP(=O)(OCC)c1nc(-c2cccc3ccccc23)oc1N1CCOCC1	8%	9%	-2%[46.1 µM]	-8%	-2%	4%	0.0%	?
COc1ccc(-c2nc3ccccc3c(=O)o2)cc1	10%	4%	-16%	-15%	1%	-3%	1.3%	2%
CC(C)[C@@]1(NC(=O)[C@@H]2C[C@H]3c4cccc5[nH]cc(c45)C[C@@H]3N(C)C2)O[C@]2(O)[C@H]3CCCN3C(=O)CN2C1=O	1%[53 µM]	-17%[21.7 µM]	.	.	.	-9%[53 µM]	-0.3%[16.9 µM]	1%[29.1 µM]
O=P(O)(O)C(Cl)(Cl)P(=O)(O)O	4%	-3%	4%[46.1 µM]	-5%	3%	-1%	9.8%	7%
O=C(O)[C@H]1C[C@@H]1[C@H](NP(=O)(c1ccccc1)c1ccccc1)c1ccccc1	7%&4%	2%[2.36 µM]	13%	-9%&-6%	-6%&-3%	1%&-4%	3.0%&0.0%	8%&4%
CN1CCc2cc3c(cc2C1O)OCO3 (configuration not stated)	1%	.	.	-5%	-9%	0%	2.9%	?
CN(C)C(=O)Oc1cccc(NC(=O)N2CCOCC2)c1	-17%	7%	8%	-8%	-9%	0%	-2.0%	-3%

3 compounds from above with just CBFb-RUNX1 inh and Tau FP inhib.
compound | CBFb-RUNX1 inh | Tau FP inhib
Cc1cc(C(=O)CS(=O)(=O)c2ccc(F)cc2)cc(C)c1OC(=O)N(C)C | 24% | -4%
Cc1ccccc1C1=NCC(=S)Nc2ccc(Cl)cc21 | 12% | 9%
CN1OC[C@@H]2COc3ccc4ccccc4c3[C@@H]21 | ? | -12%
